Source: PubChem BioAssay
Vif-APOBEC3G blk: inhibitors of Vif-APOBEC3G interaction; HeLa A3G-eYFP + Vif (tagged APOBEC3G with the HIV-1 protein that degrades it), YFP fluorescence, overnight; Potency, µM (titrated, usually from 46.1 µM), inactives show at the top dose activity, negative = active, hits mostly inhibitors; AID 602310; 0.076% of 410,000 active;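 further: on the % scale 0 is the no-effect control and ±100 the full control effect; nearly all actives have a fitted effect of over 60% in size; hits raise eYFP signal because A3G escapes Vif-driven loss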
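HeLa cells stably expressing Vif and C-terminally eYFP-tagged A3G, seeded overnight at 37 deg C, then exposed to compound by pintool overnight at 37 deg C. Rise in yellow fluorescence (Ex 488/Em 500-530, Acumen) marks blocked Vif-driven A3G degradation.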
ALOX12 inh: blocks human arachidonate 12S-lipoxygenase. purified 12hLO, xylenol orange hydroperoxide absorbance. Potency, µM (titrated, usually from 108 µM), without a hit: at the top dose activity change, negative = inhibition, most hits filed as inhibitors. 1.1% of 580,000 active; further: on the % scale 0 is the no-effect control and ±100 the full control effect
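Purified human 12hLO at 150 nM in 25 mM Hepes, 0.01% Triton X-100, pH 7.0, preincubated 15 min at room temperature with compound. Reaction started with 40 uM arachidonic acid, 30 min at room temperature. Hydroperoxide measured by Fe-xylenol orange, 573/405 nm absorbance ratio.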
RGS4 inh: blocks human RGS4-accelerated GTP hydrolysis. P49798. Transcreener GDP fluorescence polarization, RGS4-accelerated GTP hydrolysis. Potency, µM (highest dose often 114 µM), inactives show top-dose activity change, negative = inhibition, hits mostly inhibitors. 0.039% of 390,000 active; further: on the % scale 0 is the no-effect control and ±100 the full control effect; nearly all actives have a fitted effect of over 75% in size; some results filed as inactive show a strong effect at the top dose
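MLSMR compounds (23 nl, pin-transferred) preincubated 10 min at room temperature with a 500nM (2x) first reagent, then RGS4 at 900nM (2x) plus Transcreener GDP mix added; fluorescence polarization (620/688 nm) read before and after 90 min at 30 °C.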
TrxR1 inh: inhibitors of rat thioredoxin reductase 1. recombinant rTrxR1, NADPH fluorescence consumption, selenite substrate. 1% of 390,000 active. O89049. AID 588453. Potency, µM (doses to about 114 µM), for the others: at the top dose activity change, negative = inhibition, actives largely listed as inhibitors; further: on the % scale 0 is the no-effect control and ±100 the full control effect; nearly all actives have a fitted effect of over 65% in size
Target sequence (O89049 whole entry, looked up): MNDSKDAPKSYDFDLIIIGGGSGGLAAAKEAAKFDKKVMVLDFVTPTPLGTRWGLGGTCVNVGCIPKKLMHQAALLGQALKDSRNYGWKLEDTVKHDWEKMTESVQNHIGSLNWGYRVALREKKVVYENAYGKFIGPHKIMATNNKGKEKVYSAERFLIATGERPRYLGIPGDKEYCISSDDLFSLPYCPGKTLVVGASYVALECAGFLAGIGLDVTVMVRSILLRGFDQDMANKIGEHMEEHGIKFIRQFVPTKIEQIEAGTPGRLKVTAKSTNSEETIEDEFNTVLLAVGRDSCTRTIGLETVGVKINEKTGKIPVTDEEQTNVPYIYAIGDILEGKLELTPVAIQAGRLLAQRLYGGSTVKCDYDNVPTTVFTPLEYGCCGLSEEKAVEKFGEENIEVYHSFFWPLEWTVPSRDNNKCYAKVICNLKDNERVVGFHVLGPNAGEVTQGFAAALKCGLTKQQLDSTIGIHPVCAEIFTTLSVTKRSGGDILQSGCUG
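Rat TrxR1 (90 nM in the dispensed reagent) was pre-reduced with 400 uM NADPH for 5 min at room temperature, then incubated with compound for 15 min. After 400 uM selenite was added, NADPH fluorescence (Ex 340/Em 450 nm) was followed for 8 min.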
USP1-UAF1 inh: blocks the human USP1/UAF1 deubiquitinase complex; O94782; recombinant USP1/UAF1, Ub-Rhodamine cleavage fluorescence; Potency, µM (titrated, usually from 57.1 µM), for inactives: at the highest dose activity change, negative = inhibition, most hits filed as inhibitors; 0.23% of 390,000 active; AID 743255; further: on the % scale 0 is the no-effect control and ±100 the full control effect; nearly all actives have a fitted effect of over 60% in size; inactives centre near -12
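In this screen, compounds sit with the deubiquitinase complex (1nM) for 15 min at room temperature before Ub-Rho is added at 150nM final. Fluorescence rise is then followed for 6 reads every 60 seconds.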
mIDH1 inhibitor: human IDH1 R132H inhibition; 0.093% of 390,000 active; Potency, µM (highest dose often 76.6 µM), inactives show at the top dose activity change, negative = inhibition, usual class: inhibitors; IDH1-R132H enzyme, NADPH consumption, diaphorase/resazurin fluorescence; AID 602179; further: on the % scale 0 is the no-effect control and ±100 the full control effect; nearly all actives have a fitted effect of over 65% in size
Target sequence (O75874 whole entry R132H, stated change not applied): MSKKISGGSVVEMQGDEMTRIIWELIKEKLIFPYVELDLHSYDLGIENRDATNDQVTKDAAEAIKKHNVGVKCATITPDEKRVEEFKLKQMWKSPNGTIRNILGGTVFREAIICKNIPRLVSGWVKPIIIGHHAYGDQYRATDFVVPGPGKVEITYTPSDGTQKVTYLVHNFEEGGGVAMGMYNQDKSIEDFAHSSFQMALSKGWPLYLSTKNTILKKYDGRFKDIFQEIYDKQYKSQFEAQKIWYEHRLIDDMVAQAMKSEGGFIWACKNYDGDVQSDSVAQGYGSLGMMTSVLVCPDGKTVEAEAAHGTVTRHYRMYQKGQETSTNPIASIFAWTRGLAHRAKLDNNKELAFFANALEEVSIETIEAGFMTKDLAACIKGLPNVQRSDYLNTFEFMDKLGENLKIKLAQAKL
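IDH1-R132H (0.5 ug/mL) preincubated 30 min with compound, then NADPH (0.016 mM) and alpha-KG (2 mM) added; 80 min at RT, pH 7.5. Remaining NADPH coupled via diaphorase/resazurin to fluorescence (540/590 nm); concentration-response curves normalized to no-enzyme control.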
Vif-APOBEC3F blk: blocks the Vif interaction with APOBEC3F | HeLa A3F-eYFP + Vif (tagged APOBEC3F with the HIV-1 protein that degrades it), YFP fluorescence increase | Potency, µM (series often up to 46.1 µM), for the others: at the highest dose activity, negative = active | 0.2% of 390,000 active | AID 602313; further: % of control where 0% means no effect; nearly all actives have a fitted effect of over 65% in size
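Fluorescence increase (Ex 488/Em 500-530) after overnight compound treatment at 37 deg C flags inhibition of Vif-driven A3F-eYFP loss in stable HeLa A3F-eYFP/Vif cells seeded overnight beforehand.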
TrxR1 substrate: substrates of rat thioredoxin reductase 1; O89049; purified TrxR1 substrate turnover, NADPH consumption readout; Potency, µM (titrated, usually from 114 µM), for inactives: at the highest dose activity change, negative = substrate turnover; 0.01% of 390,000 active; AID 588456; further: on the % scale 0 is the no-effect control and ±100 the full control effect; nearly all actives have a fitted effect of over 50% in size
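Rat TrxR1, dispensed at 90 nM, was prereduced with 400 uM NADPH (final) for 5 min at ~22 deg C, then incubated with compound 15 min before 400 uM selenite. A first-read NADPH fluorescence drop versus no-compound background flagged substrates.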
RXFP1 agonist: activates the human relaxin receptor RXFP1; AID 2676; 0.3% of 370,000 active; HEK293T-RXFP1 cAMP TR-FRET, 30 min; response scale: percent of porcine relaxin response, buffer zero; Q9HBX9; Potency, µM (titrated, usually from 57.5 µM), for inactives: at the top dose activation, hits mostly activators; further: on the % scale 0 is the no-effect control and ±100 the full control effect; nearly all actives have a fitted effect of over 60% in size; many of its hits are not listed in these tables
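Agonist response is measured as cAMP accumulation in an RXFP1-transfected HEK293T line under PDE4 inhibition. Values are scaled between buffer-only and 29 nM porcine relaxin, and EC50s come from standard Hill equation fits.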
Active calls of the source: *; ? = inconclusive; . = no result given; [ ] = remark or other dose. The call rests on the fitted dose curve; in most records, active means well fitted curve in the direction sought with a large enough effect; inconclusive means small, poorly fitted or top-dose-only effect, or another doubt; inactive means no such curve, though single readings can be large; an effect the other way counts as inactive or inconclusive. Potency means the concentration at half of the fitted maximal effect. These rows are one share of the data. The share of hits here may be higher or lower than overall.

SMILES	Vif-APOBEC3G blk	ALOX12 inh	RGS4 inh	TrxR1 inh	USP1-UAF1 inh	mIDH1 inhibitor	Vif-APOBEC3F blk	TrxR1 substrate	RXFP1 agonist
S=C1SCN(CCN2CCOCC2)CN1Cc1ccccc1	-0.4%	-14.8%	-11.8%	-9.5%	0.5%	12.0%	-5.2%	-5.5%	-3.9%
CC(O)C(=O)NCCOCCOCCNC(=O)C(C)O (stereo not given)	-0.9%	461.7%[activator]	-26.5%	4.0%	-23.0%	5.8%	3.5%	3.8%	-2.4%
CCC(=O)N(C)C[C@H]1Oc2ncc(C#Cc3cccnc3)cc2C(=O)N([C@@H](C)CO)C[C@@H]1C	1.6%	?	.	.	?	11.9%	2.4%	.	.
Oc1ccc2ccccc2c1N=Nc1ccccc1F	-12.8%	17.6%	-0.3%	2.7%	-14.0%	5.4%	-0.3%	2.4%	2.4%
CCOC(=O)c1nnn(CC(=O)Nc2cccc(F)c2)c1C(=O)OCC	0.2%	0.0%[57.4 µM]	?	-2.4%	-14.5%	0.6%	3.6%	-2.5%	0.3%
Cc1noc(NS(=O)(=O)c2ccc(NC(=O)c3cc(F)c(F)c(F)c3F)cc2)c1C	3.6%	-11.2%	-30.7%	6.4%[57.1 µM]	?	-0.4%	6.4%	-9.5%[57.1 µM]	-0.1%
CC(=O)c1ccc(NC(=O)C(C)Oc2ccc(N(C)S(=O)(=O)c3ccc(C)cc3)cc2)cc1 (stereo not given)	-5.3%	?	23.3%	3.8%	-22.1%	-1.4%	-7.3%	-6.6%	1.9%
Cn1nnnc1SCCCNCc1cccc(OCc2ccc(Cl)cc2)c1	.	-21.6%	-5.2%	19.1%	-7.3%	.	.	1.6%	4.3%
Cc1cc(C)cc(NC(=O)N2CCC(NC(=O)c3ccco3)CC2)c1	1.3%	-0.5%	19.0%	15.8%	-6.1%	-0.7%	8.1%	0.3%	-1.2%
Cc1nc2c(c(C)c1CCC(=O)Nc1cccc(C(F)(F)F)c1)c(=O)n(C)c(=O)n2C	5.5%	-0.9%	7.6%	19.0%	-26.3%	3.5%	0.6%	-1.9%	0.8%
NC(=O)CN1C(=O)NC2(CCOc3ccccc32)C1=O (stereo not given)	-0.4%	0.4%	22.3%	19.4%	-6.8%	-4.3%	-8.8%	3.7%	-0.6%
O=C(Nc1cccc(F)c1)NC1CCCc2ccccc21 (stereo not given)	-12.6%	10.4%	-28.9%	14.7%[57.1 µM]	-20.6%	5.8%	-6.0%	-1.8%[57.1 µM]	-0.3%
COc1cc(C)c(NC(=O)C2CCN(S(=O)(=O)c3cccs3)CC2)cc1OC	-1.0%	0.0%	6.8%	-18.0%	-2.0%	-4.3%	-8.6%	-8.0%	1.1%
CCNC(=S)Nc1cc(OCC)c(NC(=O)c2cccs2)cc1OCC	-0.2%	-16.0%	-27.8%	-9.7%	-18.2%	2.1%	8.7%	-5.7%	0.5%
CC(C)NC(=O)C(c1ccc(F)cc1)N(C(=O)CCC(=O)Nc1ccccn1)C1CCCC1 (stereo not given)	-0.2%	-9.2%	6.3%	24.5%[57.1 µM]	-2.9%	-5.7%	3.3%	-7.6%	-0.4%

Of the compounds above, these contain two or more sulfur atoms.
SMILES	Vif-APOBEC3G blk	ALOX12 inh	RGS4 inh	TrxR1 inh	USP1-UAF1 inh	mIDH1 inhibitor	Vif-APOBEC3F blk	TrxR1 substrate	RXFP1 agonist
S=C1SCN(CCN2CCOCC2)CN1Cc1ccccc1	-0.4%	-14.8%	-11.8%	-9.5%	0.5%	12.0%	-5.2%	-5.5%	-3.9%
COc1cc(C)c(NC(=O)C2CCN(S(=O)(=O)c3cccs3)CC2)cc1OC	-1.0%	0.0%	6.8%	-18.0%	-2.0%	-4.3%	-8.6%	-8.0%	1.1%
CCNC(=S)Nc1cc(OCC)c(NC(=O)c2cccs2)cc1OCC	-0.2%	-16.0%	-27.8%	-9.7%	-18.2%	2.1%	8.7%	-5.7%	0.5%

At a glance, 3 of the compounds above:
SMILES	Vif-APOBEC3G blk	ALOX12 inh	RGS4 inh	TrxR1 inh	USP1-UAF1 inh	mIDH1 inhibitor	Vif-APOBEC3F blk	TrxR1 substrate	RXFP1 agonist
COc1cc(C)c(NC(=O)C2CCN(S(=O)(=O)c3cccs3)CC2)cc1OC	-1.0%	0.0%	6.8%	-18.0%	-2.0%	-4.3%	-8.6%	-8.0%	1.1%
CCNC(=S)Nc1cc(OCC)c(NC(=O)c2cccs2)cc1OCC	-0.2%	-16.0%	-27.8%	-9.7%	-18.2%	2.1%	8.7%	-5.7%	0.5%
CC(C)NC(=O)C(c1ccc(F)cc1)N(C(=O)CCC(=O)Nc1ccccn1)C1CCCC1 (stereo not given)	-0.2%	-9.2%	6.3%	24.5%[57.1 µM]	-2.9%	-5.7%	3.3%	-7.6%	-0.4%

(list continues)
SMILES	Vif-APOBEC3G blk	ALOX12 inh	RGS4 inh	TrxR1 inh	USP1-UAF1 inh	mIDH1 inhibitor	Vif-APOBEC3F blk	TrxR1 substrate	RXFP1 agonist
Cn1nnnc1SCCCNCc1cccc(OCc2ccccc2Cl)c1	-2.5%	-17.1%	1.9%	8.0%	3.7%	15.7%	-0.7%	-3.4%	0.9%
Cc1ccc(C(=O)c2ccccc2C(=O)OCC(=O)NCCc2ccc(Cl)cc2Cl)cc1	1.3%	-24.5%	-9.9%	4.2%	-12.5%	1.1%	-13.1%	3.2%	0.2%
CCN(CC)C(=O)CSc1nsc(SCC(=O)N(CC)CC)c1C#N	0.2%	7.0%	14.4%	-1.0%	0.4%	3.2%	-4.1%	-8.0%	-0.4%
CCC(=O)c1c(NC)cc(C)oc1=O	3.7%	40.8%[activator]	5.5%	6.3%[57.1 µM]	-21.1%	-2.0%	12.3%	-11.2%	0.4%
CCc1ccc(S(=O)(=O)/N=C2\C=C(Nc3ccc(C(=O)O)cc3)C(=O)c3ccccc32)cc1	0.1%	-21.5%	-5.8%	-2.1%	17.8µM*	9.7%	2.1%	-2.9%	-6.6%
Cn1c2ccccc2c2c(=O)oc3ccccc3c21	3.7%	0.8%	-55.9%	11.0%	-32.2%	11.0%	0.7%	12.1%	.
CN1CCN(CCCC(=O)c2ccc(F)cc2)CC1	-1.0%	-6.1%	-5.6%	5.0%	-19.2%	-1.1%	-1.0%	1.4%	1.0%
O=C(CSCCS(=O)(=O)c1ccc(Cl)cc1)Nc1ccccc1	0.1%	0.0%	21.4%	-1.2%[57.1 µM]	-2.2%	5.8%	4.8%	-0.7%[57.1 µM]	0.8%
O=C(N/N=C/c1ccccc1O)C1CC(=O)N(c2ccc(F)cc2)C1 (stereo not given)	-11.2%	5.5%	-2.0%	0.5%	-11.5%	1.4%	-21.1%	0.1%	1.4%

Results in mIDH1 inhibitor and TrxR1 inh, for some of the entries so far:
canonical_smiles | mIDH1 inhibitor | TrxR1 inh
CCC(=O)c1c(NC)cc(C)oc1=O | -2.0% | 6.3%[57.1 µM]
Cc1ccc(C(=O)c2ccccc2C(=O)OCC(=O)NCCc2ccc(Cl)cc2Cl)cc1 | 1.1% | 4.2%
